GLP-1R inv ag – qHTS of GLP-1 Receptor Inverse Agonists (Inhibition Mode); HEK293 GLP-1R CRE-luciferase, luminescence, 24 h; GLP-1R form is constitutively active; Potency, µM (doses to about 38.3 µM), inactives show at the highest dose activity change, negative = inhibition, most hits filed as inhibitors; 410,000 tested, 1.6% active; AID 624417, 2012; also: potency is read from the fitted curve at half-maximal effect; % is scaled to controls: 0 for no effect and ±100 for the full control effect; nearly all actives have a fitted effect of over 55% in size
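HEK293 cells stably co-expressing constitutively active GLP-1R and a cAMP-responsive luciferase reporter were seeded in DMEM with 10% Nu serum, given compounds after 12 h, and incubated 24 h at 37 deg C. Luminescence was then read.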
GLP1R ag – qHTS of GLP-1 Receptor Agonists; HEK293 GLP-1R CRE-luciferase, luminescence, 4-6 h; cells express a hypersensitive GLP-1R form; Potency, µM (series often up to 45.6 µM), inactives show top-dose activation, hits mostly activators; AID 624172, 2012; 380,000 tested, 0.007% active; Glucagon-like peptide 1 receptor (Homo sapiens), P43220; also: potency is read from the fitted curve at half-maximal effect; % of control where 0% means no effect
GLP1R cytotox – qHTS of GLP-1 Receptor Inverse Agonists: Cytotox Screen; HEK293 cAMP-luciferase reporter cells, luminescence, 24 h; Potency, µM (top dose mostly 38.3 µM), inactives show top-dose activity change, negative = inhibition, usual class: inhibitors; 410,000 tested, 0.13% active;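 also: loss of luciferase light is scored as toxicity; potency is read from the fitted curve at half-maximal effect; % is scaled to controls: 0 for no effect and ±100 for the full control effect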
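To flag toxic compounds, the library was rerun on cells for 24 hr at 37 deg C and 5% CO2. Viability-linked luminescence was captured 12 min after adding luciferase detection reagent.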
DRD3 antagonist – qHTS of D3 Dopamine Receptor Antagonist: qHTS; D3R cells, DiscoveRx beta-arrestin luminescence, antagonist mode; hits give low values; max response, negative = inhibition, %; 360,000 tested, 2.5% active; AID 652054, 2013; in the data active = max response below about -50%; inconclusive = no clear call, values can overlap the other calls; also: % is scaled to controls: 0 for no effect and ±100 for the full control effect; mostly tested at two doses, the higher about 12 µM
Target sequence (P35462 whole entry, looked up): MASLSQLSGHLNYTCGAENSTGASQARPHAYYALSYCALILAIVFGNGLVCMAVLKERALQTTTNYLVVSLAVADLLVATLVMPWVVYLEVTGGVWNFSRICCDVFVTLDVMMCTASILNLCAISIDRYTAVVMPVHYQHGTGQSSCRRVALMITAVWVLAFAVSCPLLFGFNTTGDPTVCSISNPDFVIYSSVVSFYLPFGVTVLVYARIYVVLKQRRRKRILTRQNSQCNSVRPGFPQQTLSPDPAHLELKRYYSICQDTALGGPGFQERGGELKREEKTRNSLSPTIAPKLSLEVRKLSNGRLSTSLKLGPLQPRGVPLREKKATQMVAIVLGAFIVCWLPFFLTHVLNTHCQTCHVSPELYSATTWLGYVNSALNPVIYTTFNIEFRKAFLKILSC
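Cells plated overnight at 1500 cells/well, then exposed to library compounds with dopamine controls for 90 minutes at 37 degrees C. DiscoveRx reagent added for 30–60 minutes at room temperature; luminescence read, quantitative HTS format.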
IL-2 act – qHTS of IL-2 Activators; IL-2 activation reporter assay, cell-based qHTS; stimulated with anti-CD3/CD4/CD28 beads; in transgenic mouse T cells; activation, % (series mostly up to about 46 µM); 360,000 tested, 0.065% active; AID 652025, 2013; in the data active = activation above about 50%; inconclusive = mostly about 30% to 49%; also: 0% is about no effect
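First, unstimulated transgenic mouse T cells were exposed to compound for 60 min. Next, anti-CD3/anti-CD4-coated beads with anti-CD28 were added. Finally, after 18 h at 37 degrees C, EGFP and DsRed were imaged.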
PI5P4Ka inh – qHTS for Inhibitors of phosphatidylinositol 5-phosphate 4-kinase (PI5P4K). AID 652105, 2013. PI5P4Kalpha enzyme, ADP-Glo luminescence, 60 min; hits give low values. max response, %. Phosphatidylinositol 5-phosphate 4-kinase type-2 alpha (Homo sapiens), P48426. 330,000 tested, 1.2% active; active = max response of -50% or lower; inconclusive = between -30% and -50%; inactive = -30% or higher; also: value at the top dose of about 77 µM; % is scaled to controls: 0 for no effect and ±100 for the full control effect
Target sequence (P48426 whole entry, looked up): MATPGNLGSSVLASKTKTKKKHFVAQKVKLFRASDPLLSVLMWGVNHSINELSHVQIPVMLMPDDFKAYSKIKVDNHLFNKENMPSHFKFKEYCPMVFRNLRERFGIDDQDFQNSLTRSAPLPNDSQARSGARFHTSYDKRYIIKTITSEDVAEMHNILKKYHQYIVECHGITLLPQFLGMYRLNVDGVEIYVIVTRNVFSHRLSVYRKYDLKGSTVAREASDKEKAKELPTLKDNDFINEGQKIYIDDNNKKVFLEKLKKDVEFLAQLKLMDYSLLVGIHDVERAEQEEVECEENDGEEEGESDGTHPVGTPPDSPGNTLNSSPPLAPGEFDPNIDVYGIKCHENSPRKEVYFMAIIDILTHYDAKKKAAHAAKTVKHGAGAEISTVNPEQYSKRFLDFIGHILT
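PI5P4Kalpha ADP-Glo assay; 5 microM ATP final; 60 min RT reaction; HEPES pH 7.4/EGTA/CHAPS, 5% DMSO; controls lacking substrate or enzyme; luminescent end-point.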
WRN helicase inh – qHTS for Inhibitors of WRN Helicase; Bifunctional 3'-5' exonuclease/ATP-dependent helicase WRN (Homo sapiens), Q14191; WRN helicase unwinding, fluorescent forked duplex, kinetic; Potency, µM (highest dose often 114 µM), for the others: top-dose activity change, negative = inhibition, hits mostly inhibitors; 360,000 tested, 0.46% active; AID 651768, 2012; also: potency is read from the fitted curve at half-maximal effect; % is scaled to controls: 0 for no effect and ±100 for the full control effect; nearly all actives have a fitted effect of over 55% in size
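Primary qHTS, 1536-well format. 20 nM WRN + compound, 15 min RT; start with 100 nM forked fluorophore/quencher duplex, 2 mM ATP (final); kinetic read ex 525/em 598 nm.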
PLK1 PBD block – qHTS for Inhibitors of PLK1-PDB (polo-like kinase 1 - polo-box domain): Primary Screen; Plk1 PBD binding of FITC phosphopeptide, fluorescence polarization; 360,000 tested, 2.8% active; Serine/threonine-protein kinase PLK1 (Homo sapiens), P53350; Potency, µM, without a hit: max response, negative = inhibition, usual class: inhibitors; also: potency is read from the fitted curve at half-maximal effect; series mostly up to about 57 µM; % is scaled to controls: 0 for no effect and ±100 for the full control effect; nearly all actives have a fitted effect of over 65% in size
DRD3 agonist – qHTS of D3 Dopamine Receptor Agonist: qHTS; max activation, %; 410,000 tested, 0.58% active; D3R DiscoveRx beta-arrestin cells, luminescence, 90 min; AID 652048, 2013; in the data active = max activation above about 30%; also: 0% is about no effect; mostly tested at two doses, the higher about 12 µM
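Agonist mode: compounds and dopamine controls were applied to plated cells for 90 min at 37 degrees C after an overnight attachment at 1500 cells/well. Luminescent read-out followed 30 - 60 minutes at room temperature with DiscoveRx detection reagent.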
Active calls of the source: *; ? = inconclusive; . = no result given; [ ] = another dose, or the depositor's remark. Unless noted, calls follow the shape of the dose curve; as a rule, active = well fitted curve in the direction sought with a large enough effect; inconclusive = small, poorly fitted or top-dose-only effect, or another doubt; inactive = no such curve, though single readings can be large; an effect the other way counts as inactive or inconclusive. The order is random; about 7.8% have a hit in one of these screens.

1. CC1CN(CCOc2ccc([N+](=O)[O-])cc2)CC(C)O1 (stereo not drawn)
2. COc1ccc(-c2nnn(CC(=O)N(CC(=O)NC3CCCC3)Cc3cccs3)n2)cc1OC
3. CN(C)S(=O)(=O)c1ccc(C(=O)NCC(=O)N/N=C/c2ccccc2Cl)cc1
4. Cc1nonc1C1CCCN1Cc1nc(-c2ccc(F)cc2F)oc1C (stereo not drawn)
5. COc1ccc(OCc2cc(/C=N\NC(=O)c3ccccc3)ccc2OC)cc1
6. O=C(Nc1ccc2nccnc2c1)c1cnccn1

| assay / entry | 1 | 2 | 3 | 4 | 5 | 6 |
| --- | --- | --- | --- | --- | --- | --- |
| IL-2 act | 1.0 | -1.5 | 0.7 | -1.6 | -4.3 | -1.1 |
| DRD3 antagonist | -4 | 12 | 4 | 10 | 7 | -1 |
| WRN helicase inh | -30%[57.1 µM] | -3% | -5% | -5% | -1% | 3% |
| PLK1 PBD block | -2% | -7% | 8% | -5% | 3% | ? |
| GLP1R cytotox | -6% | -30% | -13% | -7% | -23% | 0% |
| PI5P4Ka inh | 2 | . | -1 | 1 | 0 | -9 |
| GLP-1R inv ag | -10% | 27% | -22% | ? | ? | 35%[activator] |
| GLP1R ag | -1% | 18% | 0% | 13% | 19% | -4% |
| DRD3 agonist | -4 | 3 | -2 | -17 | -6 | 3 |

7. C/C(=N/OC(=O)c1c(-c2ccccc2Cl)noc1C)c1cnccn1
8. COc1cccc(C(=O)CC(=O)C(=O)Nc2cccc([N+](=O)[O-])c2C)c1
9. Cc1c(NC(=O)C(C)OC(=O)CCC2CCCC2)c(=O)n(-c2ccccc2)n1C (stereo not drawn)
10. CCOC(=O)c1cc(-c2ccccc2)sc1NC(=O)C(C)(C)C
11. CC(C)CC(C(=O)NC(C)(C)C)N(CC1CCCO1)C(=O)c1snc(C(N)=O)c1N (stereo not drawn)
12. COc1ccc([C@H]2N[C@]3(CCCN(Cc4ccc(C)cc4)C3=O)[C@H]3C(=O)N(C)C(=O)[C@@H]23)cc1

| assay / entry | 7 | 8 | 9 | 10 | 11 | 12 |
| --- | --- | --- | --- | --- | --- | --- |
| IL-2 act | 0.0 | -0.4 | 0.6 | 0.0 | 1.7 | -0.3 |
| DRD3 antagonist | 64 | 18 | 16 | 16 | -6 | ? |
| WRN helicase inh | -5%[57.1 µM] | 5% | 2% | 0% | -22% | 2% |
| PLK1 PBD block | 1% | -15% | -4% | -1% | -5% | -11% |
| GLP1R cytotox | -8% | -12% | -18% | -14% | -10% | 0% |
| PI5P4Ka inh | 6 | -3 | 3 | 9 | 2 | -1 |
| GLP-1R inv ag | 8% | 6% | -25% | 9% | 9% | -7% |
| GLP1R ag | 4% | 7% | 1% | -9% | 4% | -1% |
| DRD3 agonist | -4 | 3 | 13 | 2 | -3 | -11 |

Five compounds from above, reduced to GLP1R ag, PLK1 PBD block and DRD3 antagonist:
| nr | Compound | GLP1R ag | PLK1 PBD block | DRD3 antagonist |
| --- | --- | --- | --- | --- |
| 11 | CC(C)CC(C(=O)NC(C)(C)C)N(CC1CCCO1)C(=O)c1snc(C(N)=O)c1N (stereo not drawn) | 4% | -5% | -6 |
| 10 | CCOC(=O)c1cc(-c2ccccc2)sc1NC(=O)C(C)(C)C | -9% | -1% | 16 |
| 9 | Cc1c(NC(=O)C(C)OC(=O)CCC2CCCC2)c(=O)n(-c2ccccc2)n1C (stereo not drawn) | 1% | -4% | 16 |
| 8 | COc1cccc(C(=O)CC(=O)C(=O)Nc2cccc([N+](=O)[O-])c2C)c1 | 7% | -15% | 18 |
| 7 | C/C(=N/OC(=O)c1c(-c2ccccc2Cl)noc1C)c1cnccn1 | 4% | 1% | 64 |

Following part
13. COc1ccccc1CNC(=O)CCNC(=O)Cn1ccc2ccccc2c1=O
14. COc1ccc(OC)c(NC(=O)CSc2nc3n[nH]c(C)c3c(=N)n2-c2cccc(Cl)c2C)c1
15. CCOC(=O)c1csc(NC(=O)c2ccc(N3C(=O)CCC3=O)cc2)n1
16. CCOc1ccc(CC(=O)NCCS(=O)(=O)N2CCN(c3ccccc3)CC2)cc1
17. O=C(N/N=C/c1cccc2ccccc12)c1cc2ccccc2o1
18. Cc1cc(NC(=O)c2cccc(S(=O)(=O)N3CCCCCC3)c2)no1

| assay / entry | 13 | 14 | 15 | 16 | 17 | 18 |
| --- | --- | --- | --- | --- | --- | --- |
| IL-2 act | -2.8 | -2.9 | -1.2 | -5.2 | 1.4 | 1.7 |
| DRD3 antagonist | 19 | 12 | 15 | 18 | ? | 18 |
| WRN helicase inh | 0% | -7% | 2% | 12% | -1% | -7% |
| PLK1 PBD block | 0% | -20% | 5% | -6% | -13% | -8% |
| GLP1R cytotox | -1% | 4% | -14% | 0% | -27% | 2% |
| PI5P4Ka inh | . | -2 | -3 | -14 | -27 | . |
| GLP-1R inv ag | -7% | -13% | 19% | -23% | ? | ? |
| GLP1R ag | -7% | 3% | -3% | -28% | -3% | 8% |
| DRD3 agonist | -12 | 12 | -1 | 6 | -9 | -9 |

19. CC(OC(=O)c1cccc(O)c1)C(=O)N(C)Cc1ccccc1 (stereo not drawn)
20. CC(C)C(=O)Nc1ccc(C(=O)NC2CCSC2=O)cc1 (stereo not drawn)
21. CC(C)NC(=S)Nc1ccc2cn[nH]c2c1
22. COc1ccc(OCC(O)CN(C2CCCCC2)C2CCCCC2)cc1 (stereo not drawn)
23. N#Cc1ccc(C2=CC(=O)C[C@H](c3ccc(Cl)cc3)C2)cc1
24. CC(=O)c1cc2cccc(OC3(C)CCN(Cc4ccc(-c5ccccn5)cc4)C3)c2o1 (stereo not drawn)
25. COc1ccc(C)cc1NC(=O)C(OC(=O)c1cnccn1)c1ccccc1 (stereo not drawn)

| assay / entry | 19 | 20 | 21 | 22 | 23 | 24 | 25 |
| --- | --- | --- | --- | --- | --- | --- | --- |
| IL-2 act | -0.7 | 0.5 | 2.4 | -0.6 | -0.2 | -0.6 | 0.6 |
| DRD3 antagonist | -7 | 7 | 3 | -26 | -26 | -53* | -3 |
| WRN helicase inh | -10% | -7% | 8% | -2% | -10% | -7% | -6% |
| PLK1 PBD block | 5% | -16% | -1% | -4% | -14% | -10% | 1% |
| GLP1R cytotox | -8% | -8% | 9% | -18% | 4% | -12% | 15% |
| PI5P4Ka inh | -7 | . | -8 | 1 | 5 | -8 | 2 |
| GLP-1R inv ag | -2% | -47% | 0% | ? | ? | -3% | -20% |
| GLP1R ag | 7% | 1% | -2% | 9% | 17% | -2% | 4% |
| DRD3 agonist | 2 | -1 | 10 | 0 | -20 | -10 | 0 |

Retrieved by compound from the list above:
19. CC(OC(=O)c1cccc(O)c1)C(=O)N(C)Cc1ccccc1 (stereo not drawn)
23. N#Cc1ccc(C2=CC(=O)C[C@H](c3ccc(Cl)cc3)C2)cc1

| assay / entry | 19 | 23 |
| --- | --- | --- |
| IL-2 act | -0.7 | -0.2 |
| DRD3 antagonist | -7 | -26 |
| WRN helicase inh | -10% | -10% |
| PLK1 PBD block | 5% | -14% |
| GLP1R cytotox | -8% | 4% |
| PI5P4Ka inh | -7 | 5 |
| GLP-1R inv ag | -2% | ? |
| GLP1R ag | 7% | 17% |
| DRD3 agonist | 2 | -20 |

From PubChem
